# PLCg1 inh = PLC-gamma1 enzyme inhibitors, primary screen, biochemical, fluorescence, purified enzyme. fluorogenic substrate. actives 0.84% (n = 370,000). AID 720700, 2013. inhibition, % at 12.2 µM. 1-phosphatidylinositol 4,5-bisphosphate phosphodiesterase gamma-1 (Homo sapiens), P19174; in the data active = inhibition above about 9.5%
# hgDAF12 agonist = H. glycines DAF-12 receptor agonists, primary screen, cell-based, luminescence, HEK293, GAL4 fusion, UAS-luciferase. activation, % at 6.8 µM. actives 1.8% (n = 370,000). HEK293 GAL4-hgDAF12 UAS-luciferase reporter, agonist luminescence; normalized to butyrate control;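 active = activation above a cutoff set at the mean of all screened compounds plus 3 SD, cut at about 10% in these data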;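 also: 0% = DMSO wells and 100% = sodium butyrate wells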
# hcDAF-12 act = H. contortus DAF-12 nuclear receptor activators, primary screen, cell-based, luminescence, HEK293, lit1-tk-luc reporter | HEK293 hcDAF-12 lit1-tk-luc reporter; 0% DMSO, 100% Δ7-dafachronic acid | activation, % at 6.8 µM | actives 1.4% (n = 370,000) | AID 652067, 2013;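 active = activation above the mean of all tested compounds plus 3 SD, cut at about 5.5% in these data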;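 also: 100% = response to 3 µM Δ7-dafachronic acid high control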
# ssDAF12 agonist = S. stercoralis DAF-12 nuclear receptor activators, primary screen, cell-based, luminescence, HEK293, GRIP1 co-expression, lit1-tk-luc; Nuclear hormone receptor DAF-12 (Strongyloides stercoralis); HEK293 ssDAF-12/GRIP1 lit1-tk-luc reporter; % of 3 µM dafachronic acid response; activation, % at 6.8 µM; actives 1% (n = 370,000);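 active = activation above the mean over all tested compounds plus 3 SD, cut at about 0.9% in these data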;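 also: 0% = DMSO-only wells and 100% = 3 µM delta7-dafachronic acid wells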
# ADAM17 inh = ADAM17 inhibitors, primary screen, biochemical, QFRET. Disintegrin and metalloproteinase domain-containing protein 17 (Homo sapiens), P78536. recombinant ADAM17, EDANS/DABCYL FRET peptide cleavage. inhibition, % at 6.95 µM. actives 0.83% (n = 370,000);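 active = inhibition above the mean of compounds lying between control limits plus 3 SD, set per campaign, cut at about 8.5% in these data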;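 also: 0% = DMSO-only wells as the low control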
# SMARCA2 activ = SMARCA2 (BRM) function activators, primary screen, cell-based, luminescence, high throughput; MG213 cells, MMTV-luciferase reporter, dexamethasone, overnight; activation, % at 9.1 µM; actives 1% (n = 370,000); in the data active = activation above about 7.8%;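 also: 0% = vehicle wells and 100% = reference activator wells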
# MBD2 DNA inh = inhibitors of MBD2 binding to methylated DNA, primary screen, biochemical, TR-FRET, DNA-binding domain, human. Methyl-CpG-binding domain protein 2 (Homo sapiens), Q9UBB5. MBD2 binding to methylated oligonucleotide. inhibition, % at 4.4 µM. actives 0.31% (n = 370,000); in the data active = inhibition above about 13%
# DAX1 inh-1 = DAX1 (NR0B1) inhibitors on StAR promoter, primary screen, cell-based, luminescence, SF-1 (NR5A1), full-length DAX-1. HEK293T StAR-luciferase reporter, SF-1/DAX-1 repression relief. inhibition, % at 6.8 µM. actives 1.1% (n = 370,000). AID 652010, 2013;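 active = inhibition above the mean over all tested compounds plus 3 SD, cut at about 3.6% in these data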;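 also: 0% = DAX-1 cells with DMSO and 100% = cells lacking DAX-1 with DMSO; higher inhibition means more luminescence from relief of DAX-1 repression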
# PLC-beta3 inh = human PLC-beta3 inhibitors, primary screen, biochemical, fluorescence | 1-phosphatidylinositol 4,5-bisphosphate phosphodiesterase beta-3 (Homo sapiens), Q01970 | Purified PLC-beta3, fluorogenic substrate | inhibition, % at 12.2 µM | actives 0.18% (n = 370,000); in the data active = inhibition above about 11%;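 also: 0% = median of compound wells on plate and 100% = full blocker control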
# DAX1 inh-2 = DAX1 (NR0B1) inhibitors, primary screen, cell-based, HEK293, Gal4-DAX1, luciferase luminescence | Nuclear receptor subfamily 0 group B member 1 (Homo sapiens), P51843 | HEK293 Gal4-DAX1 luciferase reporter | inhibition, % at 6.75 µM | actives 0.99% (n = 340,000) | AID 504766, 2011;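 active = inhibition above the mean over all tested compounds plus 3 SD, cut at about 4.2% in these data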;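 also: 0% = DAX1-transfected cells with DMSO and 100% = empty-vector control cells with DMSO; inhibition shows as a rise in luminescence from relieved DAX1 repression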
# Target sequence (P51843 207-470 limits assumed): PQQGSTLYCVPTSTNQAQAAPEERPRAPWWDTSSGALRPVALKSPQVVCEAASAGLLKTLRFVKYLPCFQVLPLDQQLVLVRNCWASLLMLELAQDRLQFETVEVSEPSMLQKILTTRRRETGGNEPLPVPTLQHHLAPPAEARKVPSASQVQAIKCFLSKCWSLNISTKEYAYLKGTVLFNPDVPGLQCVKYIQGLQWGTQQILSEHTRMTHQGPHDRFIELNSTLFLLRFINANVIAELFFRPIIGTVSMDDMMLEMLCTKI
# Rev-erbA mod = modulators of Rev-erb alpha DNA binding, primary screen, biochemical, FITC-DNA, fluorescence polarization, uHTS; Nuclear receptor subfamily 1 group D member 1 (Homo sapiens), P20393; Rev-erbα–FITC-DNA binding, 90 min; activity, % at 10 µM; actives 0.79% (n = 370,000); AID 1259318, 2017;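 active = activity above about 14%, limit read from the data; passing the limit was not always enough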;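 also: 0% = DMSO wells with 35 nM protein and 100% = DMSO wells with 750 nM protein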
# Target sequence (P20393 whole entry, looked up): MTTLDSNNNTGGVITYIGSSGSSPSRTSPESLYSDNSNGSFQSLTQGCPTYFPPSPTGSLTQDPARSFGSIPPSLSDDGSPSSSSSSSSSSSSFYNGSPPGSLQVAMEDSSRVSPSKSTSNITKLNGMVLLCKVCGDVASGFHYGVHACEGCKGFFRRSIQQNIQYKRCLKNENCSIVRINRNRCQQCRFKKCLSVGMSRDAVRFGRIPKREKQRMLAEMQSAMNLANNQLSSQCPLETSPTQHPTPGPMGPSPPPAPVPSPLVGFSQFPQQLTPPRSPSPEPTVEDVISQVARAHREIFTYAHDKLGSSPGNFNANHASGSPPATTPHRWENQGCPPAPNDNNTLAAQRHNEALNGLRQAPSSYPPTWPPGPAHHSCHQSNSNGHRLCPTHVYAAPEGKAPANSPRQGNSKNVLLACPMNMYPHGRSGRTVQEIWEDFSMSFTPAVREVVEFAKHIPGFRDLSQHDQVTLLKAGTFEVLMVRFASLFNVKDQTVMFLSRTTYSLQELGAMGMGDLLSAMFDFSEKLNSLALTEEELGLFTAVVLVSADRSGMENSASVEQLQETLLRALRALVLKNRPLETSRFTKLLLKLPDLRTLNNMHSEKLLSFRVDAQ
# Starred values were filed as active, the others as inactive; . = not tested or not shown.
SMILES,PLCg1 inh,hgDAF12 agonist,hcDAF-12 act,ssDAF12 agonist,ADAM17 inh,SMARCA2 activ,MBD2 DNA inh,DAX1 inh-1,PLC-beta3 inh,DAX1 inh-2,Rev-erbA mod
CSc1nc2nc3c(cc2c(=O)n1-c1ccccc1C)COC(C)(C)C3,-2,-2.5,-0.7,-1.6,-14,-3,2,-0.3,-9,0.9,-1
CC(Sc1ccccc1)C(=O)Nc1ccc(S(=O)(=O)N2CCOCC2)cc1 (stereo unspecified),-1,0.6,-0.4,-1.6,5,4,-3,-0.3,1,-0.2,-2
CC(C)C(NS(=O)(=O)c1cccs1)C(=O)N1CCC(C(N)=O)CC1 (stereo unspecified),2,1.9,1.4,-0.2,-7,-3,-3,-0.8,-7,-0.1,2
COc1ccccc1C(=O)NNC(=O)C12CC3CC(CC(C3)C1)C2,2,2.9,5.3,0.3,0,0,4,0.1,-10,-0.9,5
CC(=O)N1CC(C)Sc2ccc(S(=O)(=O)NCCc3ccccc3)cc21 (stereo unspecified),2,-3.4,-2.3,-0.9,6,-1,1,-0.4,-9,0.6,4
CC(C)[C@H](NC(=O)Nc1ccccc1F)C(=O)O,3,2.0,-0.7,-1.0,-3,1,-2,-0.5,3,1.1,-2
COc1ccc(C(=O)Nc2c(-c3ccccc3)nc3ccccn23)c(OC)c1,-4,-3.5,-3.3,-0.8,-4,0,2,-0.9,-6,0.0,3
O=[N+]([O-])c1ccccc1/C=C/CN1CCCCC1CO (stereo unspecified),1,-1.3,1.9,-0.3,-1,3,0,-0.3,0,1.0,-4
N#C/C(=C\c1ccc(O)c([N+](=O)[O-])c1)c1nc2ccccc2s1,-48,2.0,2.8,-1.1,0,2,0,0.2,-53,-0.6,18
CC(C)CN(C(=O)CN(C)C(=O)c1ccco1)c1c(N)n(CC(C)C)c(=O)[nH]c1=O,4,2.3,1.6,-1.1,-2,0,2,0.3,-5,-0.8,-1
C=CC[C@H](CC(=O)NCCO)C(=O)N[C@H](C)COC(=O)[C@@H](CC=C)Cc1ccc(F)cc1,1,-1.5,-0.7,-1.5,4,-2,3,-0.4,1,2.6,-1
Cc1ccc(S(=O)(=O)c2cc(Nc3ccccc3)ccc2O)cc1,-20,-0.4,-1.9,-1.3,0,0,-1,0.0,-35,-0.4,-3
O=C(Cc1c(F)cccc1Cl)NNC(=O)c1ccccc1Cl,-3,-0.6,1.9,-0.1,-1,1,-5,-0.4,2,1.1,-6
COC(=O)c1ccccc1NC(=O)C1(S(=O)(=O)c2ccc(Cl)cc2)CC1,-2,-2.2,-3.0,-1.2,1,-2,-4,-0.3,-2,-2.1,-1
CCn1cc(C(=O)N[C@@H](CCSC)C(=O)NCCOC)c(=O)c2cc3c(cc21)OCO3,-5,-1.7,0.1,-1.2,-16,1,-1,-0.3,-14,0.5,-3
CCN(CC)CCC(c1ccc(N(C)C)cc1)c1c(O)cc(OC)cc1OC (stereo unspecified),1,1.8,0.3,-1.0,1,1,-4,0.1,0,1.4,-1
Cc1sc2ncnc(N(C)C3CCCCC3)c2c1C,3,5.9,-0.6,-1.4,3,-2,5,0.2,0,0.3,5
Cc1cc(-c2[nH]nc3c2C(c2cccc(O)c2)C(C#N)=C(N)O3)c(C)s1 (stereo unspecified),-3,-1.3,-1.6,-2.0,3,-5,-6,-1.2,-8,0.0,3
CN(c1ccc(C(=O)Nc2cccnc2)cc1)S(=O)(=O)c1ccccc1,3,3.2,-1.7,-0.9,-1,-4,5,-0.4,-3,-1.4,7
CN(C)c1ccc(NC(=O)CN2CCC(N3CCCCC3)CC2)cc1,4,-1.6,-1.5,-1.4,2,-4,-3,0.0,3,1.6,1
CSc1ccccc1C(=O)N1CCOCC1,6,-1.4,-1.1,-1.2,1,0,-2,-0.2,5,-0.4,2
CCOc1cc(C(=O)NCC(=O)N2CCC3(CC2)NCCc2[nH]cnc23)cc(OCC)c1OCC,4,-2.1,-1.6,-0.5,0,0,-8,0.3,-1,1.2,3
CCOc1cc(CN2CCCC(CNC(=O)c3ccc(F)cc3)C2)ccc1OC (stereo unspecified),0,0.2,-0.8,-0.5,-4,-1,6,-0.1,-9,0.0,-1
COc1ccc(S(=O)(=O)N2CCC(C(=O)N3CCOCC3)CC2)cc1,1,-0.6,-2.0,0.1,-6,0,-1,-0.2,1,0.6,1
COc1ccc(OC)c(-c2csc(N(CC3CCCO3)C(=O)Cc3ccccc3)n2)c1 (stereo unspecified),-4,-2.8,-1.6,-1.7,-2,-2,-6,-1.5,-2,-0.3,6
# More compounds follow:
SMILES,PLCg1 inh,hgDAF12 agonist,hcDAF-12 act,ssDAF12 agonist,ADAM17 inh,SMARCA2 activ,MBD2 DNA inh,DAX1 inh-1,PLC-beta3 inh,DAX1 inh-2,Rev-erbA mod
Cc1ccc(CSC2=NCCN2C(=O)C(C)Oc2ccccc2)cc1 (stereo unspecified),1,2.4,-1.0,-0.3,-2,-2,-9,0.2,-2,-0.5,4
O=C(Nc1ccc(O)c2c(=O)cc(-c3ccccc3Cl)oc12)c1ccc(Cl)c(Cl)c1,0,-0.5,-1.1,-0.7,0,0,-1,-0.3,-3,0.2,-7
CCOC(=O)/C(C#N)=C/Nc1cc(C(=O)OCC)cc2c(OC)c(OC)ccc12,-6,2.3,2.4,-1.3,-2,-1,-1,0.3,-14,-0.9,31*
COc1ccc(-c2ccc3c(c2)S(=O)(=O)c2cccc(C(=O)O)c2C3=O)cc1OC,-3,0.9,-1.4,-1.4,2,1,-10,0.1,-2,-0.1,-6
C[C@]12c3[nH]c4ccccc4c3CCN1C(=O)C(CC(=O)NCCc1ccccn1)C[C@@H]2C(=O)N1CCCCC1 (stereo partly specified),-7,3.8,-1.1,-0.8,-3,-2,-4,1.2,-3,-1.3,1
CCC[C@H]1[C@H](N)CC[C@@]23CCCN2C(=O)CCC[C@@H]13,0,-2.8,-2.2,-0.7,-2,.,-1,.,1,.,-7
CC(C)CC(=O)NCc1ccc(F)cc1,-1,-2.4,-2.1,-1.2,-5,-3,5,-0.2,1,-1.3,2
O=C(c1c[nH]c2ccc(S(=O)(=O)N3CCOCC3)cc2c1=O)N1CCN(c2ccccn2)CC1,3,-0.8,-2.8,-0.7,-8,-1,6,0.4,-2,2.3,0
CC(C)NC(=O)C1(C#N)C=C1c1ccccc1 (stereo unspecified),2,-4.0,-2.6,-1.2,-1,9.4*,0,-2.0,-2,.,2
COCCNC(=O)C(c1ccc(F)cc1)N(CCOC)C(=O)CCC(=O)Nc1ccccn1 (stereo unspecified),1,0.3,1.2,-1.1,-2,-2,-4,0.2,-5,0.2,2
Cc1ccc(SCC(=O)O/N=C(\N)c2cccc([N+](=O)[O-])c2)cc1,-2,-0.2,0.5,-0.1,-3,1,0,0.1,-2,1.2,2
CCCCCn1c(CN2CCN(Cc3ccccc3)CC2)nc2c1c(=O)n(C)c(=O)n2C,-3,-0.8,-0.9,-0.5,-1,5,-3,-1.7,-3,-0.4,-1
Cc1ccc(NC(=O)NC(=O)N(C(C)C)S(C)(=O)=O)nc1,-47,0.7,-0.4,-1.0,-73,0,0,-0.5,-58,-1.7,5
COC(=O)Cc1ccc(NC(=S)NNC(=O)C2CC2)cc1,1,3.2,-1.3,-1.6,-5,-2,0,-0.4,0,0.3,-4
CC(Oc1ccc(Br)cc1)C(=O)N1CCN(c2ccccn2)CC1 (stereo unspecified),-3,-0.5,1.6,-1.3,-5,-2,4,-0.5,-6,0.0,0
CCCn1c(C(C)NC(C)=O)nc2ccccc21 (stereo unspecified),1,-1.2,-1.7,-0.9,0,1,-3,0.5,3,0.3,-4
O=C1CCN(Cc2ccc(O)cc2)CCN1[C@H](CO)c1ccccc1,9.7*,-0.1,-0.7,-1.1,0,2,-4,0.2,4,0.9,-2
CCc1ccc(NC(=O)CC2C(=O)NCCN2C(=O)c2ccc(F)cc2)cc1 (stereo unspecified),-1,1.2,0.1,-1.1,-4,0,-2,0.1,-5,0.1,3
COc1ccc(NS(=O)(=O)c2cc3c(cc2C)N(C(C)=O)CCO3)cc1OC,7,-0.2,-2.1,-1.4,0,-4,1,0.7,-5,0.6,-1
Cc1ccccc1-c1nc(CS(=O)(=O)CC(=O)NCCCN2CCN(C)CC2)c(C)o1,-2,-0.1,0.6,-0.8,1,-1,1,1.5,-4,1.5,-7
CCN(C(=O)c1cc2c(s1)-c1ccccc1OC2)c1cc(OC)ccc1OC,-10,4.2,-0.8,-1.3,2,-1,-7,-0.8,-13,0.5,-1
O=C(NCCc1csc(-c2ccccc2)n1)c1ccc(Br)o1,-1,-0.8,-0.2,-1.8,4,-4,0,0.7,-5,0.6,0
C[C@H](NC(=O)c1[nH]cnc1C(=O)Nc1ccccc1)C(=O)OC(C)(C)C,4,-1.5,-0.3,-0.8,1,1,-3,0.3,5,-0.2,-2
O=C(O)C1C2CCC(C2)C1C(=O)Nc1ccc(Cl)c(Cl)c1 (stereo unspecified),2,4.4,0.5,-1.7,-1,1,0,0.5,-10,-0.1,-8
C/C(=N\NC(=O)c1ccco1)c1ccc(NC(=O)c2ccccc2)cc1,0,14*,1.5,-0.1,-6,5,-1,2.5,-3,-0.1,0
COc1ccccc1NC(=O)CCN1CCN(C)CC1,-2,2.0,0.0,-0.7,-1,2,1,0.3,2,3.0,-2
COc1ccccc1C(=O)NC(=O)COc1ccc(Cl)cc1Cl,-4,0.9,-2.1,-1.0,-3,0,0,2.2,-8,0.7,-4
C/C(=N\OCc1ccc(C#N)cc1)c1cc2ccccc2o1,-2,5.0,-1.6,-0.7,0,0,4,-0.5,-7,0.5,3
CC1CCc2nc(NC(=O)C3CCCO3)sc2C1 (stereo unspecified),0,12*,6.5*,0.8,-2,2,3,3.7*,-1,1.1,-2
COc1ncc(-c2cc(C(C)=O)c3n(c2=O)CCC3)c(OC)n1,1,2.5,-1.0,-1.0,-2,-1,4,0.3,-1,.,2

# Some entries already given, showing only SMARCA2 activ:
Compound	SMARCA2 activ
COc1ccc(NS(=O)(=O)c2cc3c(cc2C)N(C(C)=O)CCO3)cc1OC	-4
COc1ccccc1C(=O)NC(=O)COc1ccc(Cl)cc1Cl	0
